Compound activity from PubChem BioAssay.
M5 ag – CHRM5 agonism in calcium assay. P08912. CHO-K1 hM5 cells, Fluo-8 calcium fluorescence; 0% DMSO wells, 100% maximal acetylcholine response. activation, % at 3 µM. hit rate 0.19% among 360,000. AID 624037;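 active means activation above the run's mean over test compounds plus 3 SD, cut at about 23% in these data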;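 further: signal is peak over basal fluorescence ratio across the kinetic read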
Target sequence (P08912 whole entry, looked up): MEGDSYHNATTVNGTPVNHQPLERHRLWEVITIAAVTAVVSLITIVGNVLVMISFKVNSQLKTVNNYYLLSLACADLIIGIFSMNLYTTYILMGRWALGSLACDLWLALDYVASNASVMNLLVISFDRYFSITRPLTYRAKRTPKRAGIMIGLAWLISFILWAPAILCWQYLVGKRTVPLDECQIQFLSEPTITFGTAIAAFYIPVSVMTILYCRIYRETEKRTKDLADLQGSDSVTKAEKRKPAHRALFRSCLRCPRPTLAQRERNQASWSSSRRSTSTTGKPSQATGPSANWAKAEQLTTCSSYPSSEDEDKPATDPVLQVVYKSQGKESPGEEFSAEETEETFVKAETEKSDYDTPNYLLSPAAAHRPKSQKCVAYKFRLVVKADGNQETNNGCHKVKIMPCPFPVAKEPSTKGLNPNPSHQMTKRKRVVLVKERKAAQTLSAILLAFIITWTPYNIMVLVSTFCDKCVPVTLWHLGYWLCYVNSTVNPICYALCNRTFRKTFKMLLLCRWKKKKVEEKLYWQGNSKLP
CRFBP-R2 agonist – agonists of human CRF-binding protein/CRF-R2 receptor complex; HEK293 CRF-R2/CRF-BP, calcium dye fluorescence (FLIPR); percent of saturating CRF peptide response; hit rate 0.46% among 350,000; activation, % at 13.2 µM;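 active means activation of at least 50%, plus an integration ratio under a set limit after plate pattern correction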;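 further: plate controls were neutral control wells without compound for no effect and CRF at EC100 for full effect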
M4 antag – CHRM4 antagonism in calcium assay | P08173 | CHO-hM4 cells, ACh EC80, Fluo-8 calcium fluorescence | inhibition, % at 3 µM | hit rate 0.73% among 360,000 | AID 624125;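 active means inhibition above its plate's cutoff, the mean inhibition of sample wells plus 3 SD, cut at about 27% in these data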;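 further: 0% = acetylcholine EC80 with DMSO and 100% = DMSO without agonist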
Target sequence (P08173 whole entry, looked up): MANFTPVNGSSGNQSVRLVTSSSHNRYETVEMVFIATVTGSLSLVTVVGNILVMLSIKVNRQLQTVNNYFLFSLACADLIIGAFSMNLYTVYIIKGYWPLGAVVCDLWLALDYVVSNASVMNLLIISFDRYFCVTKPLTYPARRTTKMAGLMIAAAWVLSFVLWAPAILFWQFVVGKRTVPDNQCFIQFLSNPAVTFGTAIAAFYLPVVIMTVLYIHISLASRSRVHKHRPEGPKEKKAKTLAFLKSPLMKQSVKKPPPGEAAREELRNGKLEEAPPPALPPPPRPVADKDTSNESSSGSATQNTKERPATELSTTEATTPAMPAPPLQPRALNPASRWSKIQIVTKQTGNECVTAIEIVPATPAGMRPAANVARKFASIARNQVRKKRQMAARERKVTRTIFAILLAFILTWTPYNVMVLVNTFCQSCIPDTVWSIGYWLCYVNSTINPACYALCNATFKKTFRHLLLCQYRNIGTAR
CRFR2-BP antag – antagonists of CRF-binding protein/CRF-R2 receptor complex. HEK293 CRF-R2/CRF-BP, CRF-induced calcium fluorescence. inhibition, % at 11.8 µM. hit rate 0.59% among 350,000. AID 588475;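 active means inhibition of the ligand-induced calcium signal above about 50% at the single tested concentration, limit read from the data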
CHRM4 PAM – CHRM4 positive allosteric modulation. activation, % at 3 µM. CHO-K1 hM4/Gqi5, Fluo-8 calcium fluorescence, ACh EC20; 0% = ACh EC20, 100% = maximal ACh. hit rate 0.4% among 360,000;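 active means activation above its plate's cutoff, the mean activation of sample wells plus 3 SD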; further: some results filed as inactive read as strong as hits
M4 ag – agonists of human muscarinic M4 receptor (CHRM4) | hit rate 0.14% among 360,000 | AID 624127 | P08173 | CHO-K1 hM4/Gqi5, Fluo-8 calcium fluorescence; vehicle 0%, full acetylcholine response 100% | activation, % at 3 µM;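 active means activation above the run mean over all test wells plus 3 SD, cut at about 32% in these data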;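 further: peak over basal fluorescence ratio per well then scaled between controls; 0% = DMSO wells and 100% = acetylcholine at EC100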
IDE inh – cellular human IDE inhibition | HEK cells, FAbetaB cleavage, fluorescence polarization | inhibition, % at 5.59 µM | hit rate 0.41% among 320,000 | AID 434962;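 active means percent inhibition above the average of all tested compounds plus 3 SD, set per screening campaign, cut at about 16% in these data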;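 further: IDE supplied by intact live HEK cells; FP after avidin binding of uncleaved biotin substrate so inhibition keeps polarization high; 0% = DMSO wells and 100% = 60 µM reference IDE inhibitor Ii1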
M5 PAM – positive allosteric modulators of human muscarinic M5 receptor; CHO-K1 hM5, Fluo-8 calcium, ACh EC20 PAM; 0% = ACh EC20, 100% = ACh EC100; activation, % at 3 µM; hit rate 0.3% among 360,000; AID 624038;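 active means activation above the run cutoff, the mean activation of all test compounds plus 3 SD, cut at about 18% in these data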
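Probe or stimulus: acetylcholine, EC20 level; Assay system: human M5 receptor in CHO-K1 cells; Schedule: compound preincubation 140 s before EC20 acetylcholine addition; Technique: intracellular calcium via Fluo-8 fluorescence; Dosing: single-point, 3 µM nominal; Read-out basis: percent activation from peak-over-basal fluorescence ratio, scaled EC20-to-EC100 acetylcholine; Repeats: one well per compound, no replicates.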
CHRM5 antagonist – CHRM5 antagonism in calcium assay. CHO-hM5 cells, Fluo-8 calcium fluorescence, ACh EC80. inhibition, % at 3 µM. hit rate 0.59% among 360,000. AID 624040;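 active means inhibition above a per-plate cutoff, the mean of that plate's test compounds plus 3 SD, cut at about 27% in these data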;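 further: 0% = acetylcholine EC80 with DMSO and 100% = DMSO without agonist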
* = called active by the depositor.

The first 2 compounds, to show the layout:
Results for CCC(c1nnnn1-c1ccc2c(c1)OCCO2)N1CCN(CC)CC1 (stereo not given) ?
M5 ag: -2; M4 antag: -10; CHRM4 PAM: 8; M4 ag: 1; M5 PAM: -7; CHRM5 antagonist: 1

Results for Cc1ccc(N=Nc2c(N)nn3c(C)cc(C)nc23)cc1 ?
M5 ag: -4; CRFBP-R2 agonist: -1.0; M4 antag: -13; CRFR2-BP antag: 14; CHRM4 PAM: 0; M4 ag: 1; IDE inh: 2; M5 PAM: 3; CHRM5 antagonist: -1

All compounds of this part, previewed entries included:
Results for CCC(c1nnnn1-c1ccc2c(c1)OCCO2)N1CCN(CC)CC1 (stereo not given) ?
M5 ag: -2; M4 antag: -10; CHRM4 PAM: 8; M4 ag: 1; M5 PAM: -7; CHRM5 antagonist: 1

Results for Cc1ccc(N=Nc2c(N)nn3c(C)cc(C)nc23)cc1 ?
M5 ag: -4; CRFBP-R2 agonist: -1.0; M4 antag: -13; CRFR2-BP antag: 14; CHRM4 PAM: 0; M4 ag: 1; IDE inh: 2; M5 PAM: 3; CHRM5 antagonist: -1

Results for O=C(CC1C(=O)NCCN1Cc1cccc(Oc2ccccc2)c1)NCCn1cccn1 (stereo not given) ?
M5 ag: 2; CRFBP-R2 agonist: 0.2; M4 antag: -6; CRFR2-BP antag: 12; CHRM4 PAM: 12; M4 ag: 2; IDE inh: 4; M5 PAM: 5; CHRM5 antagonist: -3

How did CCN(CC)C(=O)CC(c1ccc(N(C)C)cc1)c1c(OC)cc(OC)c2c(-c3ccccc3)cc(=O)oc12 (stereo not given) do in these assays?
M5 ag: -1; CRFBP-R2 agonist: -2.7; M4 antag: 6; CRFR2-BP antag: 23; CHRM4 PAM: 4; M4 ag: 1; IDE inh: -5; M5 PAM: 5; CHRM5 antagonist: 7

How did CC1(C)CC(N=Cc2c(O)n(Cc3ccc4c(c3)OCO4)c(=O)c3ccccc23)CC(C)(C)N1 do in these assays?
M5 ag: 2; CRFBP-R2 agonist: 0.3; M4 antag: 5; CRFR2-BP antag: -15; CHRM4 PAM: -7; M4 ag: 3; IDE inh: 3; M5 PAM: 0; CHRM5 antagonist: 10

What do the screens show for `Oc1oc(-c2ccccc2Br)nc1/C=N/c1ccccn1`?
M5 ag: -1; CRFBP-R2 agonist: -1.0; M4 antag: 0; CRFR2-BP antag: -12; CHRM4 PAM: 2; M4 ag: 2; IDE inh: -2; M5 PAM: -5; CHRM5 antagonist: 10

Results for COCCCNC(=O)/C(C#N)=C/c1c(N2CCN(c3cccc(Cl)c3)CC2)nc2c(C)cccn2c1=O ?
M5 ag: -4; CRFBP-R2 agonist: -2.1; M4 antag: 0; CRFR2-BP antag: 13; CHRM4 PAM: 3; M4 ag: 3; IDE inh: 3; M5 PAM: -2; CHRM5 antagonist: 7

Results for CCOC(=O)CNC(=O)CSc1nc(-c2cccc(C)c2)ns1 ?
M5 ag: -11; CRFBP-R2 agonist: -2.5; M4 antag: -1; CRFR2-BP antag: 6; CHRM4 PAM: -8; M4 ag: 4; IDE inh: 8; M5 PAM: -6; CHRM5 antagonist: 11

How did COC(=O)c1c(N2C(=O)Nc3ccccc3N2O)sc2c1CCCC2 do in these assays?
M5 ag: 1; CRFBP-R2 agonist: -0.4; M4 antag: 4; CRFR2-BP antag: 0; CHRM4 PAM: -4; M4 ag: 0; IDE inh: -2; M5 PAM: 1; CHRM5 antagonist: -2

Results for O=C(CCCCCn1c(=O)[nH]c2ccccc2c1=O)NCCCN1CCN(c2ccccc2F)CC1 ?
M5 ag: -10; CRFBP-R2 agonist: -0.9; M4 antag: -8; CRFR2-BP antag: -7; CHRM4 PAM: -9; M4 ag: 9; IDE inh: 7; M5 PAM: -23; CHRM5 antagonist: 4

Results for Cc1ccc(C(=O)Nc2cc(Cl)ccc2Oc2ccccc2)cc1[N+](=O)[O-] ?
M5 ag: -1; CRFBP-R2 agonist: -0.9; M4 antag: 3; CRFR2-BP antag: -57; CHRM4 PAM: 7; M4 ag: 1; IDE inh: 1; M5 PAM: 2; CHRM5 antagonist: -1

Results for O=C1C(O)=CC(=C(c2ccccc2)c2ccccc2)c2ccccc21 ?
M5 ag: 8; CRFBP-R2 agonist: -4.2; M4 antag: 24; CRFR2-BP antag: -33; CHRM4 PAM: -4; M4 ag: 12; M5 PAM: -13; CHRM5 antagonist: 13

Reprinted at random: four compounds from above
Results for Cc1ccc(N=Nc2c(N)nn3c(C)cc(C)nc23)cc1 ?
M5 ag: -4; CRFBP-R2 agonist: -1.0; M4 antag: -13; CRFR2-BP antag: 14; CHRM4 PAM: 0; M4 ag: 1; IDE inh: 2; M5 PAM: 3; CHRM5 antagonist: -1

Results for O=C1C(O)=CC(=C(c2ccccc2)c2ccccc2)c2ccccc21 ?
M5 ag: 8; CRFBP-R2 agonist: -4.2; M4 antag: 24; CRFR2-BP antag: -33; CHRM4 PAM: -4; M4 ag: 12; M5 PAM: -13; CHRM5 antagonist: 13

What do the screens show for `Oc1oc(-c2ccccc2Br)nc1/C=N/c1ccccn1`?
M5 ag: -1; CRFBP-R2 agonist: -1.0; M4 antag: 0; CRFR2-BP antag: -12; CHRM4 PAM: 2; M4 ag: 2; IDE inh: -2; M5 PAM: -5; CHRM5 antagonist: 10

Results for COCCCNC(=O)/C(C#N)=C/c1c(N2CCN(c3cccc(Cl)c3)CC2)nc2c(C)cccn2c1=O ?
M5 ag: -4; CRFBP-R2 agonist: -2.1; M4 antag: 0; CRFR2-BP antag: 13; CHRM4 PAM: 3; M4 ag: 3; IDE inh: 3; M5 PAM: -2; CHRM5 antagonist: 7

Additional structures follow:
How did COc1cc(C(=O)Nc2cc(-c3ccccc3)[nH]n2)cc(OC)c1OC do in these assays?
M5 ag: -1; CRFBP-R2 agonist: -1.0; M4 antag: -11; CRFR2-BP antag: -17; CHRM4 PAM: -6; M4 ag: 10; IDE inh: -4; M5 PAM: 3; CHRM5 antagonist: 3

How did CCCCn1c(=N)n(CC(=O)c2ccc(Br)s2)c2ccccc21 do in these assays?
M5 ag: -1; CRFBP-R2 agonist: 0.1; M4 antag: -12; CRFR2-BP antag: -10; CHRM4 PAM: -1; M4 ag: 7; IDE inh: 5; M5 PAM: -1; CHRM5 antagonist: 8

What do the screens show for `COc1cc(C(=O)Nc2nnc(C)s2)cc(OC)c1OC`?
M5 ag: 1; CRFBP-R2 agonist: -0.8; M4 antag: 0; CRFR2-BP antag: -2; CHRM4 PAM: 4; M4 ag: 2; IDE inh: -1; M5 PAM: 3; CHRM5 antagonist: 0

Results for Cc1cc(=O)n2nc(N3CCCC(C(=O)NCc4ccco4)C3)sc2n1 (stereo not given) ?
M5 ag: -2; CRFBP-R2 agonist: -1.3; M4 antag: 0; CRFR2-BP antag: -2; CHRM4 PAM: 5; M4 ag: 0; IDE inh: 4; M5 PAM: 0; CHRM5 antagonist: -2

What do the screens show for `CC(=O)c1c(C)nc(-c2ccc(OCC(=O)Nc3ccccc3)cc2)n1O`?
M5 ag: -2; CRFBP-R2 agonist: -1.7; M4 antag: 3; CRFR2-BP antag: 5; CHRM4 PAM: -3; M4 ag: 1; IDE inh: 6; M5 PAM: 3; CHRM5 antagonist: 7

Results for CCC(=O)Nc1cccc(C2=NOC3(C2)C[C@@H](C(N)=O)N(C(=O)c2ccccc2C(=O)c2ccccc2)C3)c1 (stereo not given in full) ?
M5 ag: -1; CRFBP-R2 agonist: 1.0; M4 antag: -14; CRFR2-BP antag: -12; CHRM4 PAM: 18; M4 ag: 1; IDE inh: -1; M5 PAM: 17; CHRM5 antagonist: -5

How did CCNC(=O)CC1C(=O)N(c2ccccc2)C(=O)N1CCOC (stereo not given) do in these assays?
M5 ag: -3; CRFBP-R2 agonist: -0.9; M4 antag: 3; CRFR2-BP antag: 4; CHRM4 PAM: 0; M4 ag: 2; IDE inh: 0; M5 PAM: -4; CHRM5 antagonist: 0

How did Cc1ccc(NC(=O)/C=C/c2ccc([N+](=O)[O-])s2)c(C)c1 do in these assays?
M5 ag: -2; CRFBP-R2 agonist: -0.8; M4 antag: 2; CRFR2-BP antag: 22; CHRM4 PAM: 6; M4 ag: 1; IDE inh: 5; M5 PAM: -5; CHRM5 antagonist: 2

Results for COc1cccc2c(N/N=C/c3ccccc3)cc(C)nc12 ?
M5 ag: -1; CRFBP-R2 agonist: -0.7; M4 antag: -3; CRFR2-BP antag: 0; CHRM4 PAM: 1; M4 ag: 0; IDE inh: 1; M5 PAM: 1; CHRM5 antagonist: 6

How did CC(C(=O)N1CCOCC1)N1C(=O)c2cccc3cccc(c23)C1=O (stereo not given) do in these assays?
M5 ag: -1; CRFBP-R2 agonist: 1.3; M4 antag: 1; CRFR2-BP antag: 0; CHRM4 PAM: -4; M4 ag: 0; IDE inh: -4; M5 PAM: -7; CHRM5 antagonist: 9

Results for CCCCCOC(=O)Nc1ccc(S(=O)(=O)Nn2cnnc2)cc1 ?
M5 ag: 1; CRFBP-R2 agonist: 5.8; M4 antag: -2; CRFR2-BP antag: -5; CHRM4 PAM: 2; M4 ag: 5; IDE inh: 1; M5 PAM: -1; CHRM5 antagonist: 0

How did Cc1ccccc1-c1cc(C(=O)NCC2CC2)n(CC2CC(c3cccnc3)=NO2)n1 (stereo not given) do in these assays?
M5 ag: 0; CRFBP-R2 agonist: 0.4; M4 antag: -4; CRFR2-BP antag: 5; CHRM4 PAM: 2; M4 ag: 9; IDE inh: 1; M5 PAM: -7; CHRM5 antagonist: 0

What do the screens show for `COc1cccc(CNC(=O)Cn2c(=O)oc3cc(S(=O)(=O)N4CCCCC4)ccc32)c1`?
M5 ag: 0; CRFBP-R2 agonist: -0.5; M4 antag: -1; CRFR2-BP antag: 1; CHRM4 PAM: -3; M4 ag: 5; IDE inh: 4; M5 PAM: -1; CHRM5 antagonist: -7

Results for CCCNC(=O)C1(O)c2cc(Br)ccc2NC(=O)N1c1ccc(Cl)cc1 (stereo not given) ?
M5 ag: -1; CRFBP-R2 agonist: -0.6; M4 antag: -5; CRFR2-BP antag: 5; CHRM4 PAM: -1; M4 ag: 0; IDE inh: -1; M5 PAM: 6; CHRM5 antagonist: -2

What do the screens show for `CCOC(=O)N1CCC2(CC1)C(C#N)=C(N)OC1=C2C(=O)CCC1`?
M5 ag: -11; CRFBP-R2 agonist: -0.7; M4 antag: 0; CRFR2-BP antag: -2; CHRM4 PAM: -6; M4 ag: 0; IDE inh: 1; M5 PAM: 8; CHRM5 antagonist: -7

Results for Cc1ccccc1OCCn1c(=O)oc2ccccc21 ?
M5 ag: -4; CRFBP-R2 agonist: -0.2; M4 antag: 4; CRFR2-BP antag: 5; CHRM4 PAM: -8; M4 ag: -2; IDE inh: -4; M5 PAM: 1; CHRM5 antagonist: 1

What do the screens show for `O=C(CNC(=O)c1ccc(Cl)cc1)NNC(=O)c1ccc(Br)cc1`?
M5 ag: 1; CRFBP-R2 agonist: -3.1; M4 antag: -6; CRFR2-BP antag: -9; CHRM4 PAM: 8; M4 ag: 0; IDE inh: -5; M5 PAM: 9; CHRM5 antagonist: 1
